HIV RNase H inh: blocks HIV-1 RNase H cleavage of RNA/DNA duplex. AID 565. inhibition, % at 10 µM. 1.9% of 65,000 active. RT-RNase H RNA/DNA duplex cleavage, fluorescence; in the data active = inhibition above about 50%
RmlC RmlD mix: inhibitors of RmlC and RmlD coupled enzymes | RmlC/RmlD coupled enzyme inhibition, 384-well mixture HTS | inhibition, % at 5.5 µM | 0.39% of 110,000 active; in the data active = inhibition above about 30%, passing the limit was not always enough; note: strong numbers were not always called active
Starred values were filed as active, the others as inactive; / = not tested or not shown.

SMILES	HIV RNase H inh	RmlC RmlD mix
O=C(Nc1cccnc1)C1OCCc2ccccc21 (stereo not given)	-8	2
CN(c1cccc(NC(=O)COc2ccc(Cl)cc2Cl)c1)S(C)(=O)=O	/	-12
Cc1ccccc1C(=O)N1CCN(c2ccc([N+](=O)[O-])c(N3CCOCC3)c2)CC1	/	-7
O=C(CN(Cc1ccc(F)cc1)C(=O)c1ccco1)NCc1ccc(F)cc1	-5	-2
COc1ccc(C(=O)Nc2cccnc2)cc1C(=O)Nc1cccnc1	1	-12
CCOc1ccc(N(CC(=O)NCC(C)C)S(C)(=O)=O)cc1	1	/
Cc1cc(C)c(S(=O)(=O)Nc2ccc(O)cc2)c(C)c1	-15	-1
Cc1csc(NC(=O)c2sc3nc(-c4cccs4)ccc3c2N)n1	47	19
CCOc1ccc2nc(N3CCC(C(=O)N4CCN(C5CCCCC5)CC4)CC3)sc2c1	-6	-12
COC(=O)c1nc2nc(C)cc(C(F)(F)F)n2n1	-2	-12
CC(C)(C)c1cc(NC(=O)COc2ccc(Br)cc2)n(-c2ccccc2)n1	/	7
O=C(CCS(=O)(=O)c1cccc2nsnc12)NCc1ccccc1Cl	/	-23
COc1ccccc1CN1C(=O)[C@@H]2C(CCC(N)=O)NC3(C(=O)Nc4c3ccc(Cl)c4C)[C@@H]2C1=O (stereo not given in full)	-3	-10
Cc1ccc(NC(=O)C(=S)NCc2ccco2)cc1	/	0
O=c1[nH]c(=O)n(-c2cccc3ccccc23)c(O)c1C=NCCCn1ccnc1	4	3
CCC(C)(C(=O)NC1CCCCC1)N(Cc1ccco1)C(=O)CNC(=O)c1ccccc1 (stereo not given)	-1	-11
COc1ccc(/C=C/C(=O)c2ccc(OC)cc2OC)c(OC)c1	/	-14
O=C1c2ccccc2C(=O)N1CCCCN(C(=O)c1ccc([N+](=O)[O-])cc1)c1ccc(Cl)cc1	/	8
O=C(Cc1ccccc1)N1CCC(c2nc3ccccc3[nH]2)CC1	4	-16
CCCCC(=O)Nc1cc(OCC)c(NC(=O)c2ccccc2[N+](=O)[O-])cc1OCC	/	2
CN(C)CC(O)COc1cccc(OCC(O)CN(C)C)c1 (stereo not given)	-9	/
O=C(Oc1cccc2c(=O)[nH]ccc12)c1ccccc1	-27	-11
COc1ccc(N2CCN(Cc3cc(=O)oc4c3ccc3ccccc34)CC2)cc1	54*	/
c1ccc(Cn2nnnc2C(c2ccccc2)N2CCN(c3nc4ccccc4s3)CC2)cc1 (stereo not given)	2	-7
COc1ccc(N2C(=O)CSC2c2ccc3c(c2)OCO3)c(OC)c1 (stereo not given)	-6	7
SMILES	HIV RNase H inh	RmlC RmlD mix
O=C(c1ccc(F)cc1)N1CCN(c2ccc([N+](=O)[O-])c(N3CCCCC3)c2)CC1	/	10
CCCCNC(=O)C1CCCN1C(=O)NC1CCCCC1 (stereo not given)	/	-8
COc1ccc(N=C/C=C2\C=C(c3ccccc3)OC(C)(C)O2)cc1	/	-9
CCOC(=O)c1c(NC(C)=O)sc2c(O)cccc12	-3	-5
CC1CC(C)CN(C(=O)c2ccncc2)C1 (stereo not given)	/	-9
CC1CCN(CCCCOc2ccc(C(=O)c3ccccc3)cc2)CC1	/	-14
CCc1cc2cc3c(cc2nc1SCC(=O)Nc1cc(C)on1)OCO3	15	6
O=[N+]([O-])c1ccc(-c2csc3[n+]2CCS3)cc1	/	-4
CCC(=NCCO)c1c(O)n(C2CCCCC2)c(=O)[nH]c1=O	-9	-11
CCC(C)N1C(=O)CCC1C(=O)N1CCN(c2ccccc2F)CC1 (stereo not given)	/	16
O=C(Cn1cnc2ccccc2c1=O)c1ccc2ccccc2c1	/	-13
CC(C)c1nnc(SCC(=O)Nc2ccc3c(c2)OCO3)n1C	/	-30
CCN(Cc1cc2ccc(C)cc2[nH]c1=O)C(=O)c1cccnc1	-5	-1
CC(C)Oc1cccc(C(=O)NC(=S)Nc2ccc3c4c(cccc24)CC3)c1	/	2
CCOC(=O)c1ccc(NC(=O)CC2C(=O)N(c3ccc(F)cc3)C(=O)N2CCCOC)cc1 (stereo not given)	-2	2
Cc1noc2ncnc(Sc3c(Cl)cccc3Cl)c12	/	-16
Cc1cc(C)cc(OCC(=O)OCC(=O)NCc2ccco2)c1	/	6
COc1ccc(CN2CC(C(=O)NCc3ccccn3)CC2=O)cc1 (stereo not given)	-2	-14
CCCN1CCc2cccc3c2[C@H]1Cc1ccc(O)c(O)c1-3	/	2
N#C/C(=C/c1ccc(N2CCCCC2)o1)C(=O)Nc1ccc(Cl)cc1	/	7
COC(=O)c1ccc2c(c1)N(C)C(=O)CS2	/	-11
CCOc1ccc2[nH]c(=O)c(CN(Cc3cccs3)Cc3nnnn3C(C)(C)CC)cc2c1	-7	8
COc1ccc(NC(=O)C2CCC(N3C(=O)C4C5C=CC(C5)C4C3=O)CC2)cc1 (stereo not given)	/	1
CC1(C)CC(O)C(C)(C)N1O (stereo not given)	2	1
CCCC(C1=C(O)CC(C)(C)CC1=O)C1C(=O)CC(C)(C)CC1=O (stereo not given)	/	2

Among those listed so far, 3 have an aryl thioether with sulfur outside any ring:
SMILES	HIV RNase H inh	RmlC RmlD mix
CCc1cc2cc3c(cc2nc1SCC(=O)Nc1cc(C)on1)OCO3	15	6
CC(C)c1nnc(SCC(=O)Nc2ccc3c(c2)OCO3)n1C	/	-30
Cc1noc2ncnc(Sc3c(Cl)cccc3Cl)c12	/	-16

(list continues)
SMILES	HIV RNase H inh	RmlC RmlD mix
Cc1[nH]c(=O)[nH]c(=O)c1S(=O)(=O)NCCc1ccc(S(N)(=O)=O)cc1	-14	10
O=C(Nc1nnc(CC(c2ccccc2)c2ccccc2)s1)c1ccco1	/	2
CSc1nnc(NC(=O)c2ccc(C)c(S(=O)(=O)N3CCOCC3)c2)s1	2	0
C/C(N)=C(/C#N)C(=O)COC(=O)C1CCC(C(C)(C)C)CC1 (stereo not given)	/	-13
c1cc2c(cc1C1=Nn3c(nnc3C3CCCCC3)SC1)OCO2	-32	-9
O=C1N(c2ccccc2)C2CS(=O)(=O)CC2N1c1ccc(Cl)c(Cl)c1 (stereo not given)	1	5
CCC(Sc1ncccc1C(=O)OCCN1CCCC1=O)C(=O)NCc1ccco1 (stereo not given)	-7	6
Cc1cccc(NC(=O)Nc2ccc(C#N)cc2)n1	-9	8
CS/C(N)=N/N=C/c1ccc([N+](=O)[O-])cc1	/	6
COc1ccc(C(=O)Nc2c(N)nc(SCC(=O)N3CCC(C)CC3)[nH]c2=O)cc1OC	-5	-8
c1ccc(NCCCNc2ccccc2)cc1	-2	-20
Cc1n[nH]c(C)c1S(=O)(=O)N1CCCC(C(=O)NC2CCCCC2)C1 (stereo not given)	9	/
Cc1ccc(Oc2nnc(-c3ccccc3)c3ccccc23)cc1	/	22
O=C(Cc1ccccc1)N1CCN(C(=O)c2cccs2)CC1	-10	10
Cn1cc(CNC(=O)Nc2ccc3c(c2)OCO3)cn1	-11	-25
OCCNc1nc(OCC(F)(F)F)nc(N2CCN(C34CC5CC(CC(C5)C3)C4)CC2)n1	9	-7
COC(=O)c1sc(NC(=O)c2cc(-c3ccccc3)nc3ccccc23)c(C#N)c1C	/	8
O=C(c1ccc(S(=O)(=O)Nc2ccccc2)cc1)N1CCOCC1	-6	-13
CC(C)NS(=O)(=O)c1ccc(OCC(=O)Nc2ccc(F)cc2F)cc1	/	32
COc1cccc(C(=O)NCCC2=CCCCC2)c1OC	-30	2
CCN(CC)C(=O)CC(c1cc(OC)c(OC)c(OC)c1)c1c(OC)cc(OC)c2ccc(=O)oc12 (stereo not given)	/	12
CCCn1nnnc1NCc1ccccc1OCc1ccc(F)cc1	-5	106
CC(=O)C1=C(C)NC(C)=C(C(C)=O)C1c1ccc(-c2ccccc2Cl)o1	-9	-7
Cn1c(COc2ccccc2)nnc1SCCC(=O)Nc1ccccc1	0	10
COc1ccccc1CCC(=O)Nc1nc2ccccc2[nH]1	-13	-17

Arranged by molecular weight (descending): 6 of the compounds above.
SMILES	HIV RNase H inh	RmlC RmlD mix
COc1ccc(C(=O)Nc2c(N)nc(SCC(=O)N3CCC(C)CC3)[nH]c2=O)cc1OC	-5	-8
CSc1nnc(NC(=O)c2ccc(C)c(S(=O)(=O)N3CCOCC3)c2)s1	2	0
CC(C)NS(=O)(=O)c1ccc(OCC(=O)Nc2ccc(F)cc2F)cc1	/	32
Cc1n[nH]c(C)c1S(=O)(=O)N1CCCC(C(=O)NC2CCCCC2)C1 (stereo not given)	9	/
c1cc2c(cc1C1=Nn3c(nnc3C3CCCCC3)SC1)OCO2	-32	-9
COc1cccc(C(=O)NCCC2=CCCCC2)c1OC	-30	2

(more compounds)
SMILES	HIV RNase H inh	RmlC RmlD mix
Cc1ccc2nc(SCC(=O)Nc3ccc4c(c3)OCCO4)[nH]c2c1	/	-9
CC(NC(=O)CSc1nc2ccccc2n1CCC#N)c1ccc(F)cc1 (stereo not given)	/	7
CCCC(=O)NCCc1ccc(F)cc1	/	3
CC(=O)c1cccc(NC(=O)NCc2cccnc2)c1	-5	-16
CC(NS(=O)(=O)c1ccc(Br)cc1)C(N)=O (stereo not given)	7	3
Cc1ccc(S(=O)(=O)N2CCN(C3CC(=O)N(Cc4ccccc4)C3=O)CC2)cc1C (stereo not given)	3	-13
COc1cccc2cc(-c3nnc(SCC(=O)Nc4cc(C(F)(F)F)ccc4Cl)n3N)oc12	64*	1
Cn1c(C(=O)N2CCCCCC2)cc2c(=O)n(C)c3ccccc3c21	-10	5
COc1ccc2oc(=N)c(C(=O)Nc3ccccc3)cc2c1	1	-11
Cc1csc(NC(=O)CCc2nc3ccccc3s2)n1	15	3
CC1Cc2ccccc2N1C(=O)CSc1nnnn1Cc1ccccc1 (stereo not given)	-56	10
O=C(Cn1nnc2c(sc3nc4c(c(-c5ccccc5)c32)CCC4)c1=O)c1ccccc1	/	-9
O=C(O)c1ccc(CNCc2ccc(Cl)cc2Cl)cc1	/	12
Cc1ccc(NC(=O)Cn2c(=O)n(CCCC(=O)NCc3ccco3)c(=O)c3ccccc32)cc1	-14	10
Cn1c(SCC(=O)N2CCCc3ccccc32)nc2cccnc21	/	-8
CCN1CCN(Cc2ccc(NC(=O)c3cc(NC(=O)c4cc(-c5ccc(OC)cc5)n[nH]4)cc(OC)c3)cc2C(F)(F)F)CC1	/	5
CCCC1C2C(=O)N(c3ccc(OC)cc3)C(=O)C2ON1c1ccccc1 (stereo not given)	/	15
CC(C)(C)OC(=O)NCCCC1=CC2=CC(=O)C(C)(OC(=O)c3ccc(Cl)nc3)C(=O)C2=CO1 (stereo not given)	/	-10
COc1ccc(C)cc1NC(=O)CCC(=O)Nc1nnc(C(F)(F)F)s1	/	9
CC(C)Sc1cc(N2CCCC2)nc(-c2ccccc2)n1	/	6
CC(C)(C)c1ccc(C(=O)NNc2cc(N3CCCCC3)nc(N3CCCCC3)n2)cc1	/	-9
O=C(CS(=O)(=O)Cc1ccccc1)Nc1ccccn1	-6	-14
CCNc1nc(NC(C)C)nc(Oc2ccc(OCc3ccccc3)nn2)n1	/	0
Cc1ccc(Cn2ccc(NC(=O)c3cc(CC(C)C)on3)n2)cc1	-7	-15
Cn1c(SCC(=O)N2CCCC2)nc2ccccc2c1=O	1	5

One compound at a time, from the list above. Order of screens: HIV RNase H inh	RmlC RmlD mix
`CCN1CCN(Cc2ccc(NC(=O)c3cc(NC(=O)c4cc(-c5ccc(OC)cc5)n[nH]4)cc(OC)c3)cc2C(F)(F)F)CC1` as listed: /	5
`Cn1c(SCC(=O)N2CCCc3ccccc32)nc2cccnc21` as listed: /	-8
`COc1ccc2oc(=N)c(C(=O)Nc3ccccc3)cc2c1` as listed: 1	-11
`Cn1c(C(=O)N2CCCCCC2)cc2c(=O)n(C)c3ccccc3c21` as listed: -10	5

New compounds follow.
SMILES	HIV RNase H inh	RmlC RmlD mix
COc1cc(/C=C/C2=NC(=O)C(C)(C)O2)ccc1O	7	14
CC(C)CNC(=O)c1c(N)n(Cc2ccco2)c2nc3ccccc3nc12	/	45
CC(=O)Nc1ccc(S(=O)(=O)N(Cc2ccco2)CC2CCCO2)cc1 (stereo not given)	-11	/
CC(=O)Nc1ccc(S(=O)(=O)Nc2nc3c(s2)CCCC3)cc1	-37	6
CCC1=C2CC[C@H]3C(=O)N(c4ccccc4)C(=O)[C@H]3[C@H]2[C@@]2(C)C(=NCC3CC3)OC(=O)N2C1=O	/	-8
Cc1cc(C)c(/C=N/NC(N)=O)c(C)c1/C=N/NC(N)=O	/	7
Cc1cc(C)c2[nH]c(=O)c(=O)[nH]c2c1	10	-5
O=C(COc1ccccc1)Nc1ccc(OC(F)(F)C(F)F)c(NC(=O)COc2ccccc2)c1	/	-8
FC(F)(F)c1cc(C(F)(F)F)c2ccc(Oc3ccccc3)nc2n1	/	-10
CCCCn1c(CCNC(=O)CCC)nc2ccccc21	-16	4
CCOC(=O)c1cnc2cc(Cl)c(OC)cc2c1NCC1CCCO1 (stereo not given)	-7	-1
CCOC(=O)NC1(NC(C)C)Oc2ccccc2O1	/	-12
COc1ccc(C2=NN(C)C(=NCc3ccccc3)SC2)cc1	/	9
COc1ccc(C2C(C#N)=C(N)N(c3sc4c(c3C#N)CCCC4)C3=C2C(=O)CC(C)(C)C3)cc1 (stereo not given)	/	8
Cc1ccccc1OCC(=O)Nn1c(COc2ccccc2)nc2ccccc2c1=O	/	2
CC(C)(C)OC(=O)NCCc1nnc(SCc2ccccc2Cl)o1	-8	-4
COc1cccc(C2=NOC(C(=O)N3CCN(c4ccccc4)CC3)C2)c1OC (stereo not given)	10	7
O=C(NCc1ccccn1)C(F)(F)C(F)(F)C(=O)NCc1ccccn1	-14	6
O=C(c1cc2nc(-c3ccc(F)cc3)cc(C(F)(F)F)n2n1)N1CCOCC1	5	-9
CC1=C(C#N)c2nc(N)c(C#N)c(C)c2/C1=C\c1ccc(C)cc1	/	-4
O=C(CS(=O)(=O)c1c[nH]c2ccccc12)Nc1ccc2c(c1)OCCO2	/	-10
C[C@@H]1CCC[C@@]2(O[C@@H](CCO)C[C@H](O)[C@H]2O)O1	/	3
Clc1cccc(OCCN2CCOCC2)c1	5	-9
CC(C)C(=O)Nc1nnc(CSCc2ccccc2F)s1	/	15
CCCC(=O)Nc1ccc(C(=O)NCCCn2ccnc2)cc1	-7	-7

Source: PubChem (several laboratories)

The list is partial. The share of hits here may be higher or lower than overall.
